Bioassay records as filed in PubChem BioAssay.
Eya2 phos inh: blocks the phosphatase activity of human Eya2 | O00167 | recombinant Eya2, OMFP fluorescence dephosphorylation (OMFP is methylfluorescein phosphate) | AID 488837 | Potency, µM (titrated, usually from 76.9 µM), inactives show top-dose activity, negative = inhibition, actives largely listed as inhibitors | 330,000 compounds, 0.006% hits; note: potency is the fitted concentration of half-maximal effect; % is set by controls: 0 for no effect and ±100 for the full control effect
Target sequence (O00167 whole entry, looked up): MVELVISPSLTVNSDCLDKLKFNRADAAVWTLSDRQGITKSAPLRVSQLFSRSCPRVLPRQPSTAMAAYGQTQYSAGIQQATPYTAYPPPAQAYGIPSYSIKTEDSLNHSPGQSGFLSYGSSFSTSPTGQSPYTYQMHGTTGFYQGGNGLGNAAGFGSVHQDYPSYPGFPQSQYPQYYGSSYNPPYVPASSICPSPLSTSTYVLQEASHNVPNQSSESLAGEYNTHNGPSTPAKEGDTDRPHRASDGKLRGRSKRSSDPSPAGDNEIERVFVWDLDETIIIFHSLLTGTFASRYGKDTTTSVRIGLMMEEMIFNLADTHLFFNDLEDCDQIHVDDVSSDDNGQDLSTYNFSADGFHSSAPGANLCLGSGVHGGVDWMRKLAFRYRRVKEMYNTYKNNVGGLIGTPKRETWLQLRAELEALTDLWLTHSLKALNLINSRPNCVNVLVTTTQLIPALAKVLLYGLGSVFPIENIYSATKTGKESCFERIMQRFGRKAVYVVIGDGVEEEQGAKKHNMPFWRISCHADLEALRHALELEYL
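Eya2 protein (added as 0.2 uM solution) was preincubated with compound for 10 min at ambient temperature in 50 mM HEPES pH 7.5, 50 mM NaCl, 5 uM MgCl2, 0.05% BSA, 1 mM DTT. OMFP (added at 50 uM) then reacted 10 min; fluorescence read at 485/525 nm.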
TSG101-PTAP inh: blocks PTAP/TSG101 interaction to inhibit HIV-1 budding | Q99816 | Fluorescence polarization, FITC-PTAP peptide / Tsg101 binding | Potency, µM (highest dose often 115 µM), without a hit: at the highest dose activity change, negative = inhibition, actives largely listed as inhibitors | 340,000 tested, under 10 active | AID 493005; active = well fitted inhibition curve with a large enough effect in the main read-out, with a control signal flat, not every such curve was filed as active; inconclusive = small, poorly fitted or top-dose-only effect, or effect the other way, or a change in a side signal; inactive = no such curve, though single readings can be large or run the other way; note: potency is the fitted concentration of half-maximal effect; % of control where 0% means no effect
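Fluorescence anisotropy tracks displacement of a FITC-tagged PTAP peptide (50 nM) from the Tsg101 binding domain (10 uM), following a 20 min room-temperature incubation at pH 7.5.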
USP2a block: USP2a (human) protease inhibition. 330,000 compounds, 0.01% hits. O75604. Potency, µM (titrated, usually from 38.3 µM), for the others: at the top dose activity change, negative = inhibition, usual class: inhibitors. USP2 core, Ub-CHOP2 coupled fluorogenic reporter, 485/531;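 note: potency is the fitted concentration of half-maximal effect; plate controls were DMSO wells for no effect and full inhibition by NEM control for full effect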
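USP2 core (10nM final) preincubated 30min RT with compound in 20mM Tris-HCl pH 8.0, 2mM CaCl2, 2mM beta-mercaptoethanol, 0.05% CHAPS; 25nM Ub-CHOP2 plus 25nM reporter substrate added, fluorescence (Ex485/Em531) read after 60min.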
TCR act: activators of T cell receptors; 330,000 tested, under 10 active; primary human leukocytes, anti-CD3, IL-2 HTRF, 48 h; Potency, µM (series often up to 9.22 µM), without a hit: top-dose activation of IL-2 secretion, most hits filed as activators; note: % of control where 0% means no effect
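1) Mix primary human leukocytes, a-CD3 beads and compound. 2) Incubate 48 hr. 3) Add HTRF IL-2 reagents (a-IL-2-K, a-IL-2-d2).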
Mito fusion act: inhibitors of mitochondrial division or activators of mitochondrial fusion. S. cerevisiae fusion-defective mutant growth rescue, CellTiterGlo 48 h. 320,000 compounds, 0.23% hits. Potency, µM (doses to about 46.1 µM), for inactives: top-dose growth rescue (activation), actives largely listed as activators. AID 485298;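 note: potency is the fitted concentration of half-maximal effect; % of control where 0% means no effect; nearly all actives have a fitted effect of over 45% in size; temperature-sensitive fusion mutants such as fzo1-1 at 37 °C on non-fermentable ethanol glycerol medium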
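Luminescent cell viability in 1536-well qHTS format served as the measure of rescued growth in ts fusion-mutant S. cerevisiae cultured on non-fermentable YPEG for 48 hours at 37C.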
B2AR arrestin: agonists driving beta-arrestin recruitment to human beta2-adrenergic receptor; P07550; beta-arrestin recruitment to beta2AR, cell-based reporter; Potency, µM (series often up to 46.1 µM), for inactives: top-dose activation, hits mostly activators; 330,000 compounds, 0.02% hits;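 note: potency is the fitted concentration of half-maximal effect; 0% = DMSO controls and full agonism = EC100 isoproterenol or metaproterenol; nearly all actives have a fitted effect of over 65% in size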
Target sequence (P07550 whole entry, looked up): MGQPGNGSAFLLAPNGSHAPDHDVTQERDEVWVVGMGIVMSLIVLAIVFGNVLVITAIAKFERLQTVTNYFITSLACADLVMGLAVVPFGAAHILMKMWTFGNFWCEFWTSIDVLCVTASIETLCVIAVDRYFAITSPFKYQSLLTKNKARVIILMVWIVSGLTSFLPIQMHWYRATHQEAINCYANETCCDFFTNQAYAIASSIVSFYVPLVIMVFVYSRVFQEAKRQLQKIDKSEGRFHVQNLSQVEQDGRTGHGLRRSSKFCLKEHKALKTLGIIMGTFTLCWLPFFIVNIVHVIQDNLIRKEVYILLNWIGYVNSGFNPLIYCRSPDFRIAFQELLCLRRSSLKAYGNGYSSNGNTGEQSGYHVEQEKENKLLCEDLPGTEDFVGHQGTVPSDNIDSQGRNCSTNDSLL
uPA surface inh: cell surface uPA generation inhibition | 330,000 compounds, 0.31% hits | cell surface uPA generation assay, qHTS | Potency, µM (series often up to 38.3 µM), without a hit: at the top dose activity change, negative = inhibition, actives largely listed as inhibitors; active = well fitted inhibition curve with a large enough effect; inconclusive = small, poorly fitted or top-dose-only effect; inactive = no such curve, though single readings can be large or run the other way; tested in mouse RAW 264.7 cells; note: potency is the fitted concentration of half-maximal effect; % is set by controls: 0 for no effect and ±100 for the full control effect; nearly all actives have a fitted effect of over 55% in size
Tb PFK inh: inhibitors of T. brucei phosphofructokinase. O15648. T. brucei PFK, ADP-Glo luminescence. Potency, µM (titrated, usually from 57.5 µM), inactives show top-dose activity, negative = inhibition, usual class: inhibitors. 330,000 compounds, 0.17% hits;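 note: potency is the fitted concentration of half-maximal effect; 0% = uninhibited 1x PFK enzyme wells and -100% = no-enzyme wells; nearly all actives have a fitted effect of over 60% in size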
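1.25 nM PFK with 0.5 mM F6P and 0.1 mM ATP in 0.1 M TEA pH 8.0, 5 mM MgCl2, incubated 45 min at room temperature; ADP measured by ADP-Glo luminescence; compounds titrated up to 57 uM.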
TSHR antagonist: human thyrotropin receptor antagonism | P16473 | activity change, negative = inhibition, % at 11.5 µM | TSHR-expressing cells, TSH-stimulated cAMP HTRF, 2 h; stronger effect = lower value | 330,000 compounds, 0.2% hits;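 active = activity change below a set negative limit, meaning inhibition stronger than a set level, cut at about -70% in these data; inconclusive = activity change between two set negative limits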; note: % is set by controls: 0 for no effect and ±100 for the full control effect
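TSHR-expressing cells, 200/well, pre-treated with compound, then stimulated with EC80 TSH (4nM final) for 2 hours at 37 deg C. cAMP measured by competitive HTRF: anti-cAMP cryptate antibody in lysis buffer plus cAMP-d2, read after 30 minutes at room temperature.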
BCR signal inh: blocks chronic active B-cell receptor signaling | ABC-DLBCL IkBa-CBG/CBR reporter, luminescence ratio, 4 h | Potency, µM (titrated, usually from 46.1 µM), for inactives: at the top dose ratio change, negative = lower green/red ratio, hits mostly inhibitors | 340,000 compounds, 0.05% hits | AID 493014; active = well fitted inhibition curve with a large enough effect in the signal ratio, with a control signal flat, not every such curve was filed as active; inconclusive = small, poorly fitted or top-dose-only effect, or effect the other way, or a change in a side signal; the % refers to the signal ratio;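 note: potency is the fitted concentration of half-maximal effect; plate controls were basal doxycycline-induced cells for no effect and cells given 10 µM MG132 for full effect; MG132 reads +100%, hits lower the ratio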
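TMD8 ABC-DLBCL cells carrying doxycycline-inducible green luciferase fused to IkappaBalpha plus unfused red luciferase were exposed to compounds (up to 46 uM) for 4 hrs at 37C. Activity came from the overlap-corrected green/red luminescence ratio.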
ELG1 DNA repair: ELG1-dependent DNA repair inhibition | Potency, µM (highest dose often 46.1 µM), for inactives: at the highest dose activity change, negative = inhibition, usual class: inhibitors | 330,000 compounds, 2.3% hits | HEK293T ELG1-luciferase reporter, luminescence, 16 h; DNA damage induced by 5-fluorouridine; note: potency is the fitted concentration of half-maximal effect; % is set by controls: 0 for no effect and ±100 for the full control effect; nearly all actives have a fitted effect of over 55% in size
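Reporter activity after DNA damage by 5-fluorouridine is monitored. Compound-treated cells incubate 16 hr at 37 °C, then ONE-Glo is added for 30 min before luminescence reading.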
* marks the source's active call; other numbers are inactive results; ? = inconclusive; / = no result given; [ ] = another dose, or the depositor's remark. Unless noted, calls come from the whole dose curve; as a rule, active = well fitted curve in the direction sought with a large enough effect; inconclusive = small, poorly fitted or top-dose-only effect, or another doubt; inactive = no such curve, though single readings can be large; an effect the other way counts as inactive or inconclusive.

SMILES,Eya2 phos inh,TSG101-PTAP inh,USP2a block,TCR act,Mito fusion act,B2AR arrestin,uPA surface inh,Tb PFK inh,TSHR antagonist,BCR signal inh,ELG1 DNA repair
CC#CC[N+](C)(C)CCCCCCCCCCCC,-6%,-8%,1%,5%[46.1 µM],-27%,-1.1%,?,0%,10,?,-20%
Cc1ccc(Nc2cc(C(=O)NCCCN3CCOCC3)c3ccccc3n2)cc1C,5%,1%,1%,-1%,-6%,-1.6%,?,-3%,-2,19%,?
COc1cc(C(=O)Nc2nnc(C)s2)cc(OC)c1OC,-40%,-3%,2%,4%,3%,-0.3%,32%[activator],-1%,3,-8%,24%
O=C(COc1ccccc1)NCC(=O)N1CCCCCC1,-1%,-3%,3%,2%,-5%,-0.7%,9%,-5%,5,-3%,?
Cc1cc(Br)c2c(c1)=C(c1sc(N3CCCCCC3)nc1O)C(=O)N=2,12%,-1%,0%,3%,3%,0.1%,2%,-6%,-6,4%,?
C/C(=N\Nc1cc(C(F)(F)F)ccc1Cl)c1ccncc1,?,0%,2%,2%,2%,0.6%,11%,1%,1,?,-6%
O=C(O)c1ccc(Cn2c(=S)[nH]c3cc(Cl)ccc3c2=O)cc1,-22%,-1%,-2%,1%,8%,0.1%,0%,-15%,-1,0%,-4%
COc1ccccc1NC(=O)c1nnn(Cc2ccccc2)c1NC(C)=O,0%,-2%,1%,2%,1%,0.0%,0%,-2%,2,0%,-2%
CC(OC(=O)CNC(=O)C1CCCCC1)C(=O)NCc1ccccc1 (configuration not stated),2%,-4%,0%,-8%[46.1 µM],/,-1.3%,0%,1%,8,5%,11%
Cc1ccc(C(=O)NCCCNC(=O)c2ccco2)cn1,-9%,-3%,2%,-4%,1%,4.8%,0%,6%,-5,5%,1%
OC(CNCc1ccccc1F)(c1ccc(F)cc1)c1ccc(F)cc1,-22%,-1%,-10%,1%,0%,-0.1%,-4%,2%,-3,-1%,-18%
Cc1ccc(C#N)c(SCc2ccccc2[N+](=O)[O-])n1,-9%,-2%,4%,1%[46.1 µM],8%,-0.8%,0%,-1%,11,?,4%
CC(=O)c1cccc(OCc2cc(C(=O)N3CCC(N4CCCCC4)CC3)no2)c1,5%,-5%,-1%,-9%,13%,0.0%,-1%,-2%,-4,?,?
O=C(O)CCn1c(SCc2cccc3ccccc23)nc2ccccc21,10%,-5%,2%,-6%,4%,-0.2%,0%,-1%,-5,?,?
CCOC(=O)c1[nH]c2ccccc2c1NC(=O)CN(C)C,-18%,-1%,3%,3%,2%,-0.3%,2%,-2%,-8,5%,11%
CCC(=O)Oc1ccc2c(C)cc(=O)oc2c1C,14%,-3%,-1%,-5%,2%,-0.2%,6%,-3%,-1,?,?
COc1cc(/C(C)=N/NC(=O)CSc2nc3ccccc3[nH]2)ccc1O,7%,0%,-1%,-2%,0%,-0.4%,1%,0%,-4,?,-5%
CCN1CCc2nc3sc(C(=O)Nc4cccnc4Cl)c(N)c3cc2C1,11%,-1%,-1%,3%,2%,0.2%,15%,1%,-8,7%,-28%
O=C(CN1C(=O)c2cccc3cccc1c23)N1CCN(c2cccc(Cl)c2)CC1,17%,-1%,0%,5%,-1%,-0.4%,4%,-5%,17,4%,-3%
Cc1[nH]c(=O)[nH]c(=O)c1NC(=O)c1cccs1,9%,0%,1%,-9%,-4%,-0.2%,/,3%,8,3%,15%
O=C(O)/C=C\C(=O)Nc1ccc(N2CCN(c3ccc(Cl)c(Cl)c3)CC2)cc1,2%,-6%,2%,-8%,?,-1.2%,1%,?,-11,0%,-9%
COCCCNC(=O)Cn1c(=O)n(Cc2ccccc2Cl)c(=O)c2cc(OC)c(OC)cc21,1%,0%,6%,3%,-4%,-0.4%,-7%,-2%,-3,-2%,17%
COc1cc(CC(=O)OCC(=O)NCCc2ccc(S(N)(=O)=O)cc2)cc(OC)c1OC,0%,-1%,-2%,-2%,7%,-0.1%,-17%,0%,0,1%,14%
CN(C(=O)c1cccc(NC(=O)Cc2ccccc2)c1)c1ccccc1,7%,-1%,-1%,7%,2%,0.1%,11%,0%,-7,0%,-2%
CCCCn1c(N)c(N(Cc2ccccc2)C(=O)COc2ccccc2F)c(=O)[nH]c1=O,26%,-3%,2%,-2%,-9%,-0.3%,13%,3%,-4,2%,-5%
Fc1ccc(-c2nnc(CSc3nnc(-c4ccc5c(c4)OCO5)o3)o2)cc1,-4%,-7%,1%,4%,13%,-0.5%,0%,0%,9,?,-4%
Cc1ccc2c(c1)N(CC(=O)NCCC1=CCCCC1)C(=O)c1cccnc1O2,2%,-1%,0%,-1%,5%,-0.3%,-8%,0%,-10,5%,-10%
CSc1cc(-c2ccc(Cl)cc2)n(Cc2ccccc2)c(=O)c1C#N,15%,-2%,1%,13%,-1%,-0.3%,0%,-2%,25,?,8%
CCOC(=O)c1c(C)sc(Sc2ccc(Cl)cc2[N+](=O)[O-])c1OC,14%,-2%,-3%,-2%,2%,0.0%,5%,-2%,-11,-3%,10%
CC(=O)NC(Cc1ccc(C)cc1)C(=O)NC1CCN(c2ncccc2[N+](=O)[O-])CC1 (configuration not stated),-4%,-1%,2%,2%[46.1 µM],-4%,-0.2%,0%,0%,-11,?,-2%
COc1ccc2cc(C(=O)C3CCCN(C(=O)CCc4cnn(C)c4)C3)ccc2c1 (configuration not stated),-12%,-1%,0%,1%,2%,0.3%,3%,-4%,-4,?,?
CCOc1ccc(C(=O)NCC(=O)OCC(=O)c2ccc3c(c2)-c2ccccc2C3)cc1,0%,0%,1%,8%[46.1 µM],0%,0.4%,8%,1%,28,-8%,?
COCCNS(=O)(=O)c1cccn1-c1ncc(C(F)(F)F)cc1Cl,-7%,1%,2%,2%,-1%,-0.1%,2%,-3%,0,?,4%
O=c1c2[nH]c3cccc(Cl)c3c2ncn1Cc1ccco1,-6%,-1%,1%,1%,-3%,-0.5%,0%,-2%,1,9%,?
COc1cccc(C2=NOC(C(=O)Nc3cc(OC)c(OC)c(OC)c3)C2)c1 (configuration not stated),-43%,/,0%,/,-2%,0.1%,0%,-1%,4,0%,18µM*
CC1CCN(CCC(=O)Nc2ccc3c(c2)CCC3)CC1,3%,-9%,3%,-5%[46.1 µM],-5%,-0.7%,-1%,-2%,17,0%,8%
CN(CC(=O)Nc1ccc(Cl)cc1)C(=O)c1cccc(S(=O)(=O)N2CCN(Cc3ccccc3)CC2)c1,-19%,-5%,2%,-2%,-2%,-0.4%,-4%,-5%,-8,?,?
COc1ccccc1-c1ccc(=O)n(CC(=O)NC2CCc3ccccc32)n1 (configuration not stated),-19%,-10%,1%,-4%,11%,0.2%,-3%,0%,-1,?,?
CCCCOc1ccc(OCCNC(=O)C2CCCN2C(=O)Nc2ccccc2)cc1 (configuration not stated),-3%,-7%,4%,6%,4%,0.1%,-5%,-2%,-12,1%,?
CC(=O)Nc1ccc(NC(=O)C(C)OC(=O)c2cccs2)cc1 (configuration not stated),5%,-5%,1%,-1%,5%,0.4%,2%,2%,9,?,16%
CCCSc1nnc(-c2cnn(-c3ccccc3)c2-n2cccc2)n1C,-16%,-6%,0%,-3%,12%,0.1%,9%,0%,3,?,6%
CC(C)NC(=O)NC(=O)CSc1ncc(C(F)(F)F)cc1Cl,-1%,-11%,-3%,-1%,-2%,0.0%,/,-4%,6,-4%,-4%
O=C(CNCCO)Nc1ccc(F)c(Cl)c1,-7%,0%,6%,1%,9%,-0.4%,-3%,-10%,12,-9%,-2%
Cn1c(=O)[nH]c(=O)c2c1nc(CN1CCN(c3cccc(Cl)c3)CC1)n2CCN1CCOCC1,-7%,0%,1%,3%,-1%,-0.9%,-3%,0%,15,14%,-11%
COc1cccc(C(=O)NCc2cn3ccsc3n2)c1,5%,-5%,1%,0%,-5%,-0.2%,-2%,-4%,3,?,21%
CCC(=O)N1CCc2cc(S(=O)(=O)NCCC(=O)Nc3cc(C)cc(C)c3)ccc21,4%,-7%,-5%,/,6%,-0.2%,1%,-1%,18,1%,-23%
